Screens (PubChem)
UDG counter – UDG inhibition counter-screen; Potency, µM (top dose mostly 115 µM), for the others: at the top dose activity change, negative = inhibition, actives largely listed as inhibitors; 91,000 compounds, 0.14% hits; FRET deamination/UDG coupled assay, UDG read, 4 h; further: nearly all actives have a fitted effect of over 65% in size
AID inhibitor – inhibitors of human activation induced cytidine deaminase; Q9GZX7; AID deamination FRET fluorescence, UDG-coupled, 4 h; Potency, µM (top dose mostly 115 µM), for the others: at the highest dose activity change, negative = inhibition, most hits filed as inhibitors; 91,000 compounds, 0.32% hits; AID 1347428; further: nearly all actives have a fitted effect of over 25% in size
Target sequence (Q9GZX7 whole entry, looked up): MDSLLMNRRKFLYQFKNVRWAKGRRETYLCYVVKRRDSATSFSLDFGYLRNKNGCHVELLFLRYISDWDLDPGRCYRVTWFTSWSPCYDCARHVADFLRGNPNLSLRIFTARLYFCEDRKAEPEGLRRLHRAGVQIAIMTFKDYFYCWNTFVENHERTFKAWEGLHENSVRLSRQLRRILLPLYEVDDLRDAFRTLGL
* = called active by the depositor; ? = inconclusive; [ ] = remark or other dose. The call rests on the fitted dose curve; in most records, active means well fitted curve in the direction sought with a large enough effect; inconclusive means small, poorly fitted or top-dose-only effect, or another doubt; inactive means no such curve, though single readings can be large; an effect the other way counts as inactive or inconclusive. On the % scale 0 is the no-effect control and ±100 the full control effect; potency means the concentration at half of the fitted maximal effect. This is a subset, so the mix of outcomes need not match the whole.

item | SMILES | UDG counter | AID inhibitor
1 | COC(=O)C1C(=O)CC(C)(O)C(C(=O)OC)C1c1ccc(C)cc1 (stereo not given) | 1% | -3%
2 | CN(c1ccccc1)S(=O)(=O)c1ccc(C(=O)OCn2nnc3ccccc3c2=O)cc1 | -6% | 1%
3 | CCn1ccc(C(=O)N2CCN(c3ccccc3OC)CC2)n1 | -8% | -11%
4 | Cc1ccc(CNC(=O)c2c[nH]n3c(=O)c(Cc4ccc(F)cc4Cl)c(C)nc23)cc1 | -7% | 71µM*
5 | Cc1ccc(C(=O)N2CCC(C)CC2)cc1NC(=O)c1nsc2ccccc12 | 2% | -3%
6 | CS(=O)(=O)c1ccc(C(=O)Nc2c(Cl)cc(NC(=O)c3ccco3)cc2Cl)cc1 | 1% | 4%
7 | OC(CC#CCN1CCC(c2ccccc2)C1)(c1ccccc1)c1ccccc1 (stereo not given) | -8% | -12%
8 | Cc1noc(C)c1CCC(=O)Nc1nc(C(C)C)cs1 | -5% | 3%
9 | CC(c1cccc(NC(=O)c2ccccc2)c1)N(C)CC(=O)NC(=O)Nc1ccccc1 (stereo not given) | -4% | -6%
10 | COc1ccc(Cn2ccc3nc(C)c(C(=O)Nc4cc(OC)c(OC)c(OC)c4)cc3c2=O)cc1 | -5% | -12%
11 | O=C(O)CC12CC3CC(C1)CC(C(=O)O)(C3)C2 | 3% | 0%
12 | O=C(O)CC(NC(=O)c1ccco1)c1ccccc1 (stereo not given) | 4% | 0%
13 | O=C(c1cccs1)N1CCCc2cc(NS(=O)(=O)c3ccc(F)cc3F)ccc21 | -2% | -22%
14 | CC(C)=NNC(=O)c1ccc(Cl)cc1 | 1% | 1%
15 | COc1ccc(S(=O)(=O)N2CCC(c3nc4ccccc4s3)CC2)cc1OC | -2% | -15%
16 | CN(Cc1ccc(C(N)=O)cc1)C(=O)c1cc(=O)[nH]c2ccccc12 | -7% | 3%
17 | Cc1ccc(-n2c(C)nc3c(cnn3-c3ccccc3C)c2=O)cc1F | -3% | -1%
18 | Cc1ccc(CSC2=Nc3ccccc3C3=NC(CC(=O)NC4CCCCC4)C(=O)N23)cc1 (stereo not given) | -17% | -21%
19 | Cn1c(=O)c2c(nc(NCCc3ccccc3)n2Cc2cccc(Br)c2)n(C)c1=O | 4% | -6%
20 | N#Cc1cccc(C(=O)NCCCc2nc3ccccc3[nH]2)c1 | 1% | 9%
21 | COc1ccc(CCNC(=O)CCc2c(C)c3cc4c(C)coc4c(C)c3oc2=O)cc1OC | 4% | 3%
22 | COc1ccc(N2C(=O)CSC23C(=O)N(Cc2ccc(C)cc2)c2ccccc23)cc1Cl (stereo not given) | -4% | -16%
23 | Cc1ccccc1C(=O)NCc1nc2cccnc2n1Cc1ccccc1 | 8% | 0%
24 | COc1ccc(-n2nc(C(=O)N3CCN(c4ccc(F)cc4)CC3)c3c4ccccc4n(C)c3c2=O)cc1 | -26% | 14%
25 | Cc1ccc2c(c1)N(C(=O)Nc1cccc(C)c1C)CCO2 | -17% | ?
26 | CC(=O)Nc1cccc(-c2nnc(SCC(=O)c3ccc([N+](=O)[O-])cc3)o2)c1 | 7% | -10%
27 | COc1ccc(S(=O)(=O)c2cn(C)c3cc(N4CCCCCC4)c(F)cc3c2=O)cc1 | 18% | -26%
28 | CCN1CCN(C(c2cccc(F)c2)c2c(O)cc(C)n(CCOC)c2=O)CC1 (stereo not given) | 26% | 6%
29 | CCOc1ccc(C2C(C(=O)OC)=C(C)NC3=C2C(=O)c2ccccc23)cc1OC (stereo not given) | 2% | 23%
30 | CC(=O)N1CCC(NC(=O)Cc2nc(-c3ccccc3)oc2C)CC1 | -5% | -2%
31 | CCCCS(=O)(=O)c1oc(-c2cccs2)nc1S(=O)(=O)c1ccc(F)cc1 | -9% | 1%
32 | Cc1nn(C(=O)C2CCCN2S(=O)(=O)c2ccc(Cl)cc2)c(C)c1Sc1ccccc1 (stereo not given) | -16% | -6%
33 | NC1(C(=O)O)CCC1 | -5% | -4%
34 | C/C(=N\NC(=O)C1CC1c1ccccc1)c1ccc(C2CCCCC2)cc1 (stereo not given) | -10% | -11%
35 | Cc1cccc(C(=O)Nc2ccc(S(=O)(=O)N3CCC(c4nc5ccccc5s4)CC3)cc2)c1 | 66%[activator] | 6%
36 | O=C(CCC(=O)OCC(=O)c1cccc([N+](=O)[O-])c1)Nc1cc(C(F)(F)F)ccc1Cl | 3% | 6%
37 | CCOC(=O)Cn1c(=O)oc2cc(S(=O)(=O)N3CCN(c4ccc(Cl)cc4)CC3)ccc21 | -17% | 4%
38 | C/C(=N\NC(=O)c1ccc(C(C)(C)C)cc1)c1ccc(C)cc1 | 11% | 9%
39 | Cc1ccccc1NC(=O)Cn1c(C)cc2ccccc21 | -2% | 10%
40 | CCN(CC)c1ccc(NC(=O)CN2CCN(CC(=O)Nc3ccc(Cl)cc3)CC2)cc1 | -3% | 3%
41 | Cc1ccc(C(=O)Nc2oc3ccccc3c(=O)c2-c2ccccc2)cc1 | -7% | -6%
42 | COc1ccccc1CNC(=O)c1cccc(S(=O)(=O)N2CCc3ccccc3C2)c1 | -3% | -1%
43 | CCCc1cc(=O)[nH]c(SCc2nc(-c3ccc(OCC)cc3)no2)n1 | 0%[57.5 µM] | 0%
44 | CC(C)(C)c1ccc(CCC2OCC(C[N+]3(C)CCOCC3)O2)cc1 (stereo not given) | -15% | 10%
45 | O=C(CCc1nc(-c2ccccc2)c(-c2ccccc2)o1)N1CCCCC1 | 3% | -16%

46: CC(=O)Nc1ccc2c(CN3CCCCC3)cc(=O)oc2c1
47: COc1ccc(C(=O)O)cc1C12CC3CC(CC(C3)C1)C2
48: CC(C)CCNC(=O)c1ccc2c(c1)CCCN2C(=O)c1ccc(Cl)cc1
49: CCc1ccc(-n2c(=O)c3ccc(C(=O)NCCc4ccccc4)cc3n(CC(N)=O)c2=O)cc1
50: CCNc1c(NC(=O)NCc2ccc(F)cc2)c(=O)oc2ccccc12
51: COc1ccc2[nH]cc(CCN=C(NC(=O)c3cccc(Cl)c3)Nc3nc(C)cc(C)n3)c2c1

entry no.,46,47,48,49,50,51
UDG counter,4%,5%,2%,-20%,4%,-5%
AID inhibitor,-1%,-18%,-8%,?,2%,-2%

52: O=C(CSc1nc(=O)[nH]c2c1CCCC2)NCc1ccc(F)cc1
53: C/C(=N/Nc1ccc(S(N)(=O)=O)cc1[N+](=O)[O-])c1ccccc1
54: CCc1c(C)sc(NC(=O)C(CC)CC)c1C#N
55: COc1ccc(C)cc1NC(=O)c1ccc2c(SCC(=O)O)c3c(nc2c1)CCCC3
56: Cc1ccc(-c2csc(Nc3ccc(S(=O)(=O)Nc4nc(C)cc(C)n4)cc3)n2)cc1
57: O=C(Nc1ccc(Cl)c(C(F)(F)F)c1)c1c(F)cccc1F

entry no.,52,53,54,55,56,57
UDG counter,2%,2%,6%,-10%,?,-1%
AID inhibitor,0%,-4%,18%,?,-22%,-4%

58: NS(=O)(=O)c1ccc(NC(=O)C2Cc3ccccc3N2C(=O)c2ccccc2)cc1 (stereo not given)
59: CSCC(=O)Nc1ccc(C(=O)NCC(F)(F)F)cc1
60: CCc1nc2nc(C)cc(Nc3ccc(F)c(Cl)c3)n2n1
61: CCC(C)NC(=O)Cn1c(=O)n(CCCC(=O)NCc2ccc(C)cc2)c(=O)c2ccccc21 (stereo not given)
62: Cc1ccccc1C(=O)Oc1c(Sc2ccccc2)c(C)nn1C(C)(C)C
63: Cc1ccc(C)c(CNS(=O)(=O)c2ccc3c(c2)C(C)(C)C(=O)N3C)c1

entry no.,58,59,60,61,62,63
UDG counter,17%,2%,1%,-2%,?,13%
AID inhibitor,-5%,-5%,0%,10%,-6%,-1%

64: CCN1CCSc2ccc(C(=O)NCc3cccc(Br)c3)cc21
65: CCCNc1c(NC(=O)c2ccc(OCC)c(OCC)c2)c(=O)oc2ccccc12
66: Cc1cccc(-c2nc(Nc3ccc(C(=O)O)cc3)c3ccccc3n2)c1
67: CC1CCc2sc(C(=O)OCC(=O)c3ccc4c(c3)OCCO4)cc2C1 (stereo not given)
68: O=C(Cc1c[nH]c2ccccc12)NCc1nc2ccccc2[nH]1
69: COc1ccc(N2CC(NC(=O)/C=C\c3ccc4c(c3)OCO4)CC2=O)cc1OC (stereo not given)

entry no.,64,65,66,67,68,69
UDG counter,-15%,2%,-2%,-15%,0%,-8%
AID inhibitor,?,-8%,2%,7%,4%,0%

70: CC(C)c1nc2cc(NC(=O)c3ccc[nH]c3=O)ccc2o1
71: Cc1cc(C)c(NC(=O)CCCN2C(=O)COc3ccc(C)cc32)c(C)c1
72: O=C(NCCS(=O)(=O)N1CCN(c2ccccc2F)CC1)C1CC(=O)N(c2ccccc2)C1 (stereo not given)
73: O=C(Nc1ccc(N2CCC(N3CCCCC3)CC2)c(C(=O)O)c1)c1ccccc1
74: CCC(C)NC(=O)Nc1sc(C)c(C)c1C#N (stereo not given)
75: Cc1ccc(Cl)cc1NC(=O)Nc1nnc(N(C)Cc2ccccc2)s1

entry no.,70,71,72,73,74,75
UDG counter,-4%,-9%,-4%,-3%,2%,89µM*
AID inhibitor,1%,-4%,-2%,30%,9%,-18%

76: CC(C)c1cc(-c2nc(-c3ccccc3)no2)n[nH]1
77: COc1ccc(CCNC(=O)c2ccc(CS(=O)(=O)c3ccc(C)cc3)o2)cc1OC
78: CCOc1ccc(CCNC(=O)Cn2nnc(-c3ccccc3Cl)n2)cc1OCC
79: Cc1ccc(CC(=O)NCc2ccc(COC(C)C)cc2)cc1
80: Cc1ccc(CNc2ccc(-c3nc(-c4cccnc4)no3)cc2[N+](=O)[O-])cc1
81: CCOC(=O)c1c(NC(=O)/C=C/c2ccccc2)sc2c1CCCC2

entry no.,76,77,78,79,80,81
UDG counter,-9%,-11%,-3%,0%,-4%,-7%
AID inhibitor,-26%,8%,-5%,-1%,5%,19%

82: CC(=O)c1ccc(NC(=O)Nc2nnc(N3CCCC(C)C3)s2)cc1 (stereo not given)
83: COc1cc(CC(=O)N2CCN(C(=O)c3ccc4ccccc4c3)CC2)cc(OC)c1OC
84: CCOC(=O)N1CCc2c(sc(NCc3ccc(OC)c(Br)c3)c2C(=O)Nc2cc(OC)ccc2OC)C1
85: COc1ccc(NC(=O)CCS(=O)(=O)c2cc3c4c(c2)CCN4C(=O)CC3)c(OC)c1
86: CC(C(=O)NCc1cccc(Br)c1)n1ncn2cccc2c1=O (stereo not given)
87: COc1ccc2oc(C(=O)N3CCC(C(=O)Nc4ccc5c(c4)OCO5)CC3)c(C)c2c1

entry no.,82,83,84,85,86,87
UDG counter,0%,0%,-11%,-2%,0%,-2%
AID inhibitor,-7%,-3%,139%[activator],31%[activator],21%,0%

88: O=C(c1ccc(CSc2nc3ccncc3n2Cc2ccccc2F)cc1)N1CCCCCC1
89: Cc1ccc(C2(C)N(O)C(C)C(c3cccs3)=[N+]2[O-])cc1 (stereo not given)
90: O=C(CSCc1nc2cccnc2n1C1CCCCC1)NCc1cccc(Cl)c1
91: Cc1ccc(CC(=O)Nc2cccc(C(=O)N3CCc4sccc4C3)c2C)cc1
92: COc1cc(CC(=O)NC(C)c2cccs2)cc(OC)c1OC (stereo not given)
93: CCOc1cc(C(=O)NCCc2csc(-c3ccc(C)cc3)n2)cc(OCC)c1OCC

entry no.,88,89,90,91,92,93
UDG counter,-4%,-2%,?,0%,-6%,-2%[57.5 µM]
AID inhibitor,-16%,-3%,-12%,-8%,-7%,2%

94: COc1ccc(C(=O)Oc2ccc3c(=O)c(Oc4cccc(OC)c4)coc3c2)cc1
95: CCn1c(CN2CCN(C)CC2)nc2cc(NC(=O)c3cc(OC)c(OC)c(OC)c3)ccc21
96: CC(=O)Nc1cccc(C(C)NC(=O)NOCc2ccccc2)c1 (stereo not given)
97: CCCCOC(=O)c1ccc(NC(=O)/C(C#N)=C/c2ccc(C)o2)cc1
98: Oc1ccc2c(-c3ccc(F)cc3)noc2c1
99: COc1cc(C2C(C(=O)Nc3ccccc3C)=C(C)Nc3nc(SCc4cc(C)ccc4C)nn32)ccc1O (stereo not given)
100: CCOC(=O)c1cc(S(=O)(=O)NCc2ccc(OC)cc2)[nH]n1

entry no.,94,95,96,97,98,99,100
UDG counter,0%,6%,-12%,-11%[57.5 µM],-7%,3%,-3%
AID inhibitor,-2%,32%[activator],-11%,-20%[57.5 µM],2%,-17%,3%
